Screens (PubChem BioAssay)
ARNT-TACC3 inh = ARNT/TACC3 interaction disruption; Q9Y6A5; AlphaScreen His-ARNT PAS-B/GST-TACC3 binding, luminescence; TACC3 fragment carries E629A point mutation; inhibition, % at 9.99 µM; 390,000 compounds, 0.66% hits; AID 623870;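 active = mean inhibition of replicates at least 50% and at least half of replicates each reaching 50%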;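 also: 0% = complete ARNT plus TACC3 wells and 100% = ARNT alone without TACC3; many hits fall short of the cut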
PAX8 inh HTS = inhibitors of PAX8 transcriptional activity in RMG-I cells; RMG-I TPO-luciferase reporter, SteadyGlo, 24 h; inhibition, % at 12.6 µM; 360,000 compounds, 1.2% hits;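 active = mean replicate inhibition at least 60% with every replicate also reaching 60%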;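 also: luciferase light reporting Pax8 driven TPO promoter activity; plate controls were median of neutral control wells for no effect and mitoxantrone controls for full effect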
Active calls of the source: *.

SMILES	ARNT-TACC3 inh	PAX8 inh HTS
COc1ccccc1-n1c(SCC(=O)Nc2ccc3c(c2)OCO3)nc2c(c1=O)SCC2	6	23
COc1ccccc1N1CCN(C(=O)c2oc3cc(C)cc(C)c3c2C)CC1	4	10
COC(=O)c1c(NC(=O)CSc2nnc(-c3cccnc3)n2Cc2ccco2)sc(C)c1C	-8	23
Brc1ccc2c(c1)C(c1cccs1)=NNC(c1cccnc1)=N2	-4	6
O=C1c2ccccc2NC(c2ccc(F)cc2)N1Cc1ccco1 (stereo not drawn)	16	3
O=C(COC(=O)CCNS(=O)(=O)c1ccc(Cl)cc1)NCc1ccco1	-7	0
Cc1ccc(-n2nc(C(=O)NCc3ccc(C)o3)c3c4ccccc4n(C)c3c2=O)cc1	0	37
CSc1nc(Oc2ccc(=O)n(C)n2)nc(N(C)C)n1	27	-35
O=C(CCS(=O)(=O)c1cccc2nonc12)NCCc1ccccc1	-6	-2
Cc1ccc(-c2nc3ncccn3c2Nc2ccc3c(c2)OCO3)o1	4	5
COc1ccccc1-c1noc(CCC(=O)Nc2cc(C(F)(F)F)ccc2Cl)n1	2	-7
CCOC(=O)C(C)CC(C)C(=O)N1CCOCCN(C(=O)C(C)CC(C)C(=O)OCC)CCOCC1 (stereo not drawn)	-4	2
c1ccc2sc(C3CCN(Cc4nnnn4Cc4ccc5c(c4)OCO5)CC3)nc2c1	0	21
Cc1nn(CCOc2ccccc2)c(=O)n1-c1ccc(F)cc1	0	-84
Cc1cc(Cl)c2c(c1)[C@]1(C(=O)N2)[C@@H]2C(=O)N(Cc3ccccc3)C(=O)[C@@H]2[C@@H]2CCCN21	-8	10
COc1ccc(NC(=O)CSc2nnc(CNC(=O)COc3ccc(Cl)cc3)o2)c(OC)c1	-5	20
CCOC(=O)c1ccccc1NC(=O)CSc1nnc(COc2ccccc2)n1CC	-5	-2
COc1ccc(C(=O)NC(NC(=S)Nc2ccc(S(N)(=O)=O)cc2)C(Cl)(Cl)Cl)cc1 (stereo not drawn)	4	0
O=[N+]([O-])c1cccc(C(=Nc2ccccc2Cl)NO)c1	13	15
N/C(COc1ccc(Cl)cc1Cl)=N\NS(=O)(=O)c1ccccc1	0	-6
O=C(CCS(=O)(=O)c1cccc2nonc12)NC1CCCCCC1	-1	-9
CC(C)(C)C1CCC(=NNS(=O)(=O)c2ccc(Br)cc2)CC1 (stereo not drawn)	-4	6
Cc1ccc(-n2c(Cn3cnc4ccccc43)nnc2SCC(=O)O)cc1	-6	-11
O=C(NCc1ccccc1)C(c1ccccc1)N(Cc1cccs1)C(=O)c1cnccn1 (stereo not drawn)	-7	34
O=C(NC1(C(=O)NC2CCCCC2)CCCCC1)c1ccc2c(c1)OCO2	-3	15
Cc1cccc(NC(=O)C2CCCN2S(=O)(=O)c2ccc(F)cc2)c1C (stereo not drawn)	-11	25
CCN(CC)C(=O)CSc1nnc(CCNC(=O)OC(C)(C)C)o1	-20	-15
Cc1cccc2cc(CN(CC3CCCO3)C(=O)c3cccnc3)c3nnnn3c12 (stereo not drawn)	1	10
CSc1nncn1/N=C/c1cc(Cl)ccc1F	-1	-8
Cc1cc(Cl)cc(Br)c1OCCCCn1cncn1	-21	-8
Cc1c(NC(=O)c2ccc3ncccc3c2)c(=O)n(-c2ccccc2)n1C	5	1
COc1ccccc1N=c1oc2cc(O)ccc2cc1C(N)=O	3	-15
Cc1cc(NS(=O)(=O)c2ccc(NC(=O)COc3ccccc3Cl)cc2)no1	0	-3
Cc1nc(Cl)c(C(=O)NC(=O)Nc2cccc(C(F)(F)F)c2)c(C)c1[N+](=O)[O-]	-13	12
Cc1ccccc1-n1nnnc1SCc1ncc(-c2ccccc2)o1	-5	4
COc1ccc(NC(=O)CSc2ncnc3c2cnn3Cc2ccccc2)cc1	0	5
CCNC(=O)/C(=C/c1ccco1)NC(=O)/C=C/c1ccccc1	-3	0
CCOc1ccc2cc(C#N)c(SCC(=O)N3CCC(C)CC3)nc2c1	-1	16
Cc1[nH]n(C(C)(C)C)c(=O)c1Sc1ccccc1	0	0
c1ccc(C(Cc2nc(-c3ccncc3)no2)c2ccccc2)cc1	-10	5
Cc1nc(-n2ncc(C#N)c2N)c2c3c(sc2n1)CCC3	-4	-4
Nn1c(SCC(=O)Nc2ccc(F)cc2F)nnc1C1CCCCC1	9	-76
O=C1c2ccccc2C(=O)N1CCC(c1ccccc1)c1ccco1 (stereo not drawn)	2	-4
S=C(c1ccc2c(c1)OCO2)N1CCCCCC1	-3	-2
O=C(CCN1C(=O)c2ccccc2C1=O)N(CCO)Cc1ccccc1	-5	5
NS(=O)(=O)c1ccc(NC(=O)c2ccccc2C(=O)N2CCCCC2)cc1	-6	-7
CC(C)NS(=O)(=O)c1ccc(Oc2ncc(C(F)(F)F)cc2Cl)cc1	-3	-2
CCn1c(-c2cc(OC)c(OC)c(OC)c2)n[nH]c1=S	1	14
O=C(OCCN1C(=O)c2ccccc2C1=O)c1cnccn1	2	4
O=C(Nc1cccc(OC(F)(F)F)c1)c1ccc(Br)o1	-2	-15
The listing continues.
SMILES	ARNT-TACC3 inh	PAX8 inh HTS
COC(=O)c1sccc1NC(=O)c1cccnc1	-1	20
Cc1cc(NC(=O)CCC(=O)N(CC(=O)NC2CCCC2)Cc2ccc(F)cc2)no1	1	16
CCc1[nH]nc2c1C1(CCN(C(=O)OCc3ccccc3)CC1)C(C#N)=C(N)O2	1	6
COc1ccc(CNC(=O)c2c(C)nc3ccccn23)cc1	-7	13
O=C(NCC1CCCO1)c1cc2n(n1)C(C(F)(F)F)CC(c1ccc(Br)cc1)N2 (stereo not drawn)	-3	30
CC1CCc2c(nc3ncnn3c2N2CCN(c3ccccc3F)CC2)C1 (stereo not drawn)	-6	-4
CCn1ncc(/C=N\NC(=O)c2ccc3c(c2)c(C)c(C)n3Cc2ccccc2)c1C	-2	8
COc1cnc(SCc2ccc(Cl)cc2)nc1Cl	-4	-12
Cc1ccc(C(c2nnnn2CS(=O)(=O)c2ccc(C)cc2)N2CCC(C)CC2)cc1 (stereo not drawn)	-1	-11
CCOC(=O)N1CCC(NC(=O)C(CC(C)C)NC(=O)C2CCC(C)CC2)CC1 (stereo not drawn)	-2	-4
COc1ccccc1-c1cc(C(F)(F)F)nc(S(=O)(=O)CCCC(=O)N2CCCCC2C)n1 (stereo not drawn)	0	9
Cc1ccc(F)c(NC(=O)CCc2ccccc2)c1	-1	-84
COC(=O)CSc1cc(C)nc(NC(C)=O)n1	-6	7
CCCc1nc2oc3c(NCCN4CCOCC4)ncnc3c2c2c1CCCC2	1	1
CCOC(=O)c1c(NC(=O)CN(C)C)sc(C(=O)N(CC)CC)c1C	-2	0
CCOC(=O)N1CCN(C(=O)c2ccc(CN(c3ccc(C)c(C)c3)S(C)(=O)=O)cc2)CC1	-4	11
COC(=O)CCC(=O)c1oc2ccccc2c1N	-1	-114
Oc1ccc(-c2nnc(SCC3CCCCC3)o2)cc1	-3	-161
O=C(CN(C1CCCCC1)S(=O)(=O)c1ccc(Cl)cc1)NCc1cccnc1	-3	6
O=C(NCCCCCNC(=O)c1cccnc1)c1cccnc1	2	7
Cn1c(=O)c2c(ncn2CCN(CCO)Cc2ccccc2)n(C)c1=O	1	-2
CCCCN(C(=O)Cn1nnc2ccccc21)C(C(=O)NCCOC)c1ccccc1 (stereo not drawn)	-4	4
COc1ccc(CC2NCCC3(O)CCCCC23)cc1 (stereo not drawn)	-2	19
O=C(N1CCOCC1)N1CCN(S(=O)(=O)c2ccccc2)C1	3	5
COc1ccc2[nH]c3c(=O)n(Cc4ccco4)cnc3c2c1	-6	-91
COc1ccc(N/C=C\C(=O)c2ccc3c(c2)OCO3)cc1	15	-175
Cc1cccn2c(=O)c3cc(C(=O)NCc4cccnc4)c(=N)n(C(C)C)c3nc12	5	11
CC(=O)Nc1cccc(C(=O)Nc2ccccc2C(=O)O)c1	-2	-6
CN(C)C(CNC(=O)c1cccc(S(=O)(=O)N2CC3(C)CC2CC(C)(C)C3)c1)c1ccco1 (stereo not drawn)	-2	17
CCc1ccc(NC(=O)CCS(=O)(=O)c2cccc3nsnc23)cc1	-1	17

The closing 3 records of the section before lead into the next:
SMILES	ARNT-TACC3 inh	PAX8 inh HTS
CC(=O)Nc1cccc(C(=O)Nc2ccccc2C(=O)O)c1	-2	-6
CN(C)C(CNC(=O)c1cccc(S(=O)(=O)N2CC3(C)CC2CC(C)(C)C3)c1)c1ccco1 (stereo not drawn)	-2	17
CCc1ccc(NC(=O)CCS(=O)(=O)c2cccc3nsnc23)cc1	-1	17
N#Cc1nc(COc2ccc(F)cc2)oc1NCCCn1ccnc1	-2	21
COc1ccc(C2CC(=O)N3CN(Cc4ccco4)CSC3=C2C#N)cc1 (stereo not drawn)	1	12
CCOC(=O)C1CCCN(C(=O)C2c3ccccc3Oc3ccccc32)C1 (stereo not drawn)	6	5
C=CCSc1nnc(NC(=O)c2ccc(Cl)nc2)s1	-2	-109
CCCCCCCC1CC(CSc2ncn[nH]2)OC1=O (stereo not drawn)	-7	-2
Cc1ccc(Cl)cc1N(CC(=O)N1CCCCCC1)S(C)(=O)=O	-7	-3
O=C(c1ccccc1)N1CCN(C(=O)N2CCOCC2)CC1	-1	3
CCCCOP(=O)(c1ccc(N(C)C)cc1)C(O)c1ccncc1 (stereo not drawn)	26	-1
O=C(c1ccccc1Cl)N(C(=O)c1ccccc1Cl)c1nccc(-c2cccs2)n1	-18	-18
Cc1ccccc1NC(=O)CNc1ccccc1N1CCCCC1	5	-10
Cc1ccc(C)c(Cn2c(=O)n(CCCC(=O)NCc3ccco3)c(=O)c3sccc32)c1	-5	41
CN(C(=O)C1CCOC1)c1nnc(C2CCOC2)s1 (stereo not drawn)	4	-9
O=C(CSc1oc(-c2ccccc2)nc1S(=O)(=O)c1ccc(F)cc1)NCC1CCCO1 (stereo not drawn)	-5	0
O=C(COC(=O)Cn1cnc2ccccc21)NCCc1ccc(Cl)cc1	-6	13
CCOn1c(=O)c(-c2ccc(OC)c(OC)c2)[n+]([O-])c2ccccc21	0	4
CCOC(=O)C1CCCN(C(=S)Nc2cc(C)cc(C)c2)C1 (stereo not drawn)	-3	-25
Clc1ccc(Cn2ncc3c(NCc4ccccc4)ncnc32)cc1	-1	41
CC1(C)Cc2cccc(OCC(=O)Nc3cccnc3)c2O1	16	7

Filtered by structure, the compounds so far containing fluorine.
SMILES	ARNT-TACC3 inh	PAX8 inh HTS
O=C1c2ccccc2NC(c2ccc(F)cc2)N1Cc1ccco1 (stereo not drawn)	16	3
COc1ccccc1-c1noc(CCC(=O)Nc2cc(C(F)(F)F)ccc2Cl)n1	2	-7
Cc1nn(CCOc2ccccc2)c(=O)n1-c1ccc(F)cc1	0	-84
Cc1cccc(NC(=O)C2CCCN2S(=O)(=O)c2ccc(F)cc2)c1C (stereo not drawn)	-11	25
CSc1nncn1/N=C/c1cc(Cl)ccc1F	-1	-8
Cc1nc(Cl)c(C(=O)NC(=O)Nc2cccc(C(F)(F)F)c2)c(C)c1[N+](=O)[O-]	-13	12
Nn1c(SCC(=O)Nc2ccc(F)cc2F)nnc1C1CCCCC1	9	-76
CC(C)NS(=O)(=O)c1ccc(Oc2ncc(C(F)(F)F)cc2Cl)cc1	-3	-2
O=C(Nc1cccc(OC(F)(F)F)c1)c1ccc(Br)o1	-2	-15
Cc1cc(NC(=O)CCC(=O)N(CC(=O)NC2CCCC2)Cc2ccc(F)cc2)no1	1	16
O=C(NCC1CCCO1)c1cc2n(n1)C(C(F)(F)F)CC(c1ccc(Br)cc1)N2 (stereo not drawn)	-3	30
CC1CCc2c(nc3ncnn3c2N2CCN(c3ccccc3F)CC2)C1 (stereo not drawn)	-6	-4
COc1ccccc1-c1cc(C(F)(F)F)nc(S(=O)(=O)CCCC(=O)N2CCCCC2C)n1 (stereo not drawn)	0	9
Cc1ccc(F)c(NC(=O)CCc2ccccc2)c1	-1	-84
N#Cc1nc(COc2ccc(F)cc2)oc1NCCCn1ccnc1	-2	21
O=C(CSc1oc(-c2ccccc2)nc1S(=O)(=O)c1ccc(F)cc1)NCC1CCCO1 (stereo not drawn)	-5	0

The list is partial; the hit share may differ from the screen's.
